697 NFkB inh = inhibitors of the PMA/ionomycin-induced NF-kB reporter in 697 B cells. 697 B-cell NF-kB luciferase reporter, 16 h. inhibition, % at 4 µM. 330,000 compounds, 0.33% hits; in the data active means inhibition above about 35%
Mdm2 MdmX PPI = inhibitors of human Mdm2/MdmX interaction | SaOS-2 split-luciferase Mdm2/MdmX complementation, luminescence | inhibition, % at 8 µM | 330,000 compounds, 3% hits;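 active means inhibition of at least 50% at 8 µM in the primary screen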
UPR XBP1 act = activators of adaptive arm of unfolded protein response (XBP1); CHO-XBP1 luciferase reporter, IRE1-XBP1 UPR activation, luminescence; percent of tunicamycin response, DMSO as zero; activation, % at 20 µM; 330,000 compounds, 0.33% hits;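 active means versus positive control, 20 µM dose yields 30% or more activation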;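 further: 100% = tunicamycin at 10 µg/mL and 0% = DMSO only wells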
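Material: CHO cell line with stable XBP1 luciferase reporter; buffer or medium: F12 medium containing 10% fetal bovine serum; compound: single point, 20 µM final compound, 1% DMSO; incubation: 6 h treatment, 37 °C; measured by: glow luminescence from Steady-Glo reagent; evaluation: activation, % of tunicamycin; control set: tunicamycin high, DMSO low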
Gli-Sufu block = Gli-Sufu pathway antagonism | Sufu-KO-LIGHT fibroblasts, Gli luciferase reporter luminescence | inhibition, % at 5 µM | 340,000 compounds, 0.74% hits | AID 588413;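 active means inhibition above about 55%, limit read from the data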;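 further: 0% = DMSO-treated cells and 100% = wells with medium but no cells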
CCR6 antag = antagonists of human CCR6 receptor; CHO-K1 CCR6 PathHunter beta-arrestin, luminescence, CCL20-stimulated; inhibition, % at 20 µM; AID 493098; P51684; 340,000 compounds, 0.49% hits;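 active means compounds whose inhibition of the agonist-driven luminescence signal at 20 µM reaches about 50%, limit read from the data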;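 further: cells stimulated with CCL20 at 14 nM final; plate controls were DMSO with CCL20 for no effect and DMSO without agonist for full effect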
Target sequence (P51684 whole entry, looked up): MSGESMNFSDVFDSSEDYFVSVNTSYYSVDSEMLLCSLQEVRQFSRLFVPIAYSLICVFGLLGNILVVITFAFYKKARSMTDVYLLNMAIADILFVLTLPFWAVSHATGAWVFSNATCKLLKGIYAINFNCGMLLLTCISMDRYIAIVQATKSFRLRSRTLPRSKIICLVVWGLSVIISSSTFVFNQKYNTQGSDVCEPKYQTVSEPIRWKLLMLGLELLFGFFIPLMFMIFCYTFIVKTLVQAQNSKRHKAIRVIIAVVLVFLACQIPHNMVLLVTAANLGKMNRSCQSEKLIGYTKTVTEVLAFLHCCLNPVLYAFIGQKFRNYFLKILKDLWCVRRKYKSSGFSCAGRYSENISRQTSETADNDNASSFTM
CXCR6 inh = CXCR6 (human) receptor inhibition. O00574. CHO-K1 PathHunter CXCR6 beta-arrestin, luminescence. inhibition, % at 20 µM. 360,000 compounds, 0.36% hits; in the data active means inhibition above about 34%, passing the limit was not always enough;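 further: antagonist mode with CXCL16 agonist at 10 nM final; 0% = 10 nM CXCL16 with DMSO and 100% = unstimulated wells without agonist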
CHOP UPR activ = apoptotic UPR (CHOP) activation; activation, % at 10 µM; 330,000 compounds, 0.34% hits; CHO-CHOP luciferase reporter, luminescence; percent of tunicamycin response over DMSO baseline;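 active means at 10 µM dose, activation of 40% or more, normalized to positive control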;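 further: 100% = tunicamycin at 10 µg/mL and 0% = DMSO alone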
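Dosing – one dose, 10 µM in 0.5% DMSO · System – CHO-CHOP cells, stable luciferase reporter of PERK-eIF2a-CHOP signalling · Input – 500 cells/well · Control set – tunicamycin 10 µg/mL final as positive, DMSO-only wells as negative · Timing – 6 h compound treatment, 37 °C · Measure – % activation vs tunicamycin · Technique – luminescence read with Steady-Glo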
Jurkat NFkB inh = lowers PMA/ionomycin-induced NF-kB signal in Jurkat cells | PMA/ionomycin-induced NF-kB luciferase reporter, luminescence | inhibition, % at 4 µM | 330,000 compounds, 0.53% hits | AID 435003; in the data active means inhibition above about 50%
EBI2 antag = blocks human EBI2 receptor beta-arrestin signaling; EBI2 beta-arrestin recruitment, luminescence, 7a,25-OHC stimulated; inhibition, % at 5 µM; 360,000 compounds, 0.81% hits; in the data active means inhibition above about 38%;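 further: enzyme fragment complementation signal reports receptor beta-arrestin coupling in cells; 0% = agonist plus DMSO wells and 100% = wells without agonist; some results beyond the cut were filed as inactive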
Target sequence (P32249 whole entry, looked up, the tested form may be a part): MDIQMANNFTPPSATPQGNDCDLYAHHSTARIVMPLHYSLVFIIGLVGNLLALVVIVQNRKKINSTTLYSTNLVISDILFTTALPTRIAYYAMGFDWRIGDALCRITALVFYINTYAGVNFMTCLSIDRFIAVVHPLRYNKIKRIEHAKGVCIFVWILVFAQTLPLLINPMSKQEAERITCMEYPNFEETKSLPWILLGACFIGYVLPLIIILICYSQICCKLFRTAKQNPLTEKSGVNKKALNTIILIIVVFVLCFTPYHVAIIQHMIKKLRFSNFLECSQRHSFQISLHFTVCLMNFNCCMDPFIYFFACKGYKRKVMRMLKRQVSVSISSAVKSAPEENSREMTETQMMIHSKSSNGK
* = called active by the depositor; . = no result given.

SMILES	697 NFkB inh	Mdm2 MdmX PPI	UPR XBP1 act	Gli-Sufu block	CCR6 antag	CXCR6 inh	CHOP UPR activ	Jurkat NFkB inh	EBI2 antag
COc1cc(CCCN2CCNC[C@@H]2C(C)O)cc(OC)c1OC (some centres not stated)	-2	3	2	20	2	-3	0.8	4	-12
COc1ccccc1COC(=O)Nc1c(C)nn(C)c1Cl	-3	17	-1	6	6	-5	0.7	2	-12
CCOC(=O)N1CCN(CC(O)COC2CC(C)CC(C)(C)C2)CC1 (configuration not stated)	16	13	0	5	2	5	-2.7	4	-31
COc1cccc(C2CC(c3ccccc3C)n3nc(N)nc3N2)c1 (configuration not stated)	10	0	1	0	-3	-2	0.5	7	-1
Cc1noc(C)c1S(=O)(=O)Nc1ccc2c(c1)C(=O)N([C@H](C)CO)C[C@H](C)[C@@H](CN(C)S(=O)(=O)c1ccccc1)O2	0	-3	2	-6	6	-1	0.6	-3	3
Cn1cccc1CC(=O)N/N=C\c1cccs1	4	15	1	1	6	-4	-3.4	-11	19
CCOC(=O)N1CCN(C(=O)c2ccc(OC)c(OC)c2)CC1	-7	-8	-2	2	-2	-4	-1.3	3	-2
COc1ccc(C(O)(C2CCCCC2)C(CN2CCCC2)c2ccccc2)cc1 (configuration not stated)	5	34	3	23	16	-3	0.9	42	6
Cc1c(C)c2ccc(OCC(=O)N3CCOCC3)c(C)c2oc1=O	6	-4	-1	19	-2	-3	-0.7	-8	7
CC1CCC(NS(=O)(=O)c2cccc3nsnc23)CC1 (configuration not stated)	16	1	6	23	10	4	-1.3	17	0
O=C1CSC(=S)N1Cc1cccs1	.	.	.	2	-1	6	.	.	-11
Cc1cc(C)c(NC(=O)c2cnn(C)c2)c(C)c1	9	18	-1	6	-4	4	0.2	3	-11
COc1ccc(OC)c(S(=O)(=O)N2CCC(C(=O)NCc3ccccc3OC)CC2)c1	10	4	-4	4	-3	10	-1.9	-12	-5
COc1ccc(NC(=O)c2cc(-c3ccc(C)cc3O)n[nH]2)c(OC)c1	-7	15	2	.	2	-2	1.2	-10	16
COCCNC(=O)/C(C#N)=C\c1ccc(CNC(=O)C(=O)Nc2ccc(C)c(C)c2)o1	13	-7	-2	-4	-9	8	-0.9	-1	-5
COCCCNC(=O)CN(CCc1ccccc1)S(=O)(=O)c1ccccc1	22	1	-1	0	2	-2	-1.4	-1	-7
Cc1ccc(-n2ncc3c(=O)n(-c4ccc(C)c(C)c4)c(C)nc32)cc1	-35	0	1	-17	19	-2	0.5	-4	16
COc1cccc(CNC(=O)c2cc(S(=O)(=O)N3CCOCC3)ccc2N2CCCC2)c1	2	6	-3	-5	11	-5	1.3	3	5
S=C(Nc1ccccc1)N1CCN(c2ccccn2)CC1	-1	-4	1	6	-4	-5	1.0	4	5
N#CC1=C(N)SC(N)=C(C#N)C1c1c(Cl)cccc1Cl	-1	1	-2	-15	-2	-4	1.5	-1	-12
Cc1cc(C(=O)COC(=O)C2=COCCO2)c(C)n1-c1cccc(F)c1	-117	-70	-3	4	19	0	2.5	-122	-3
O=C(NCCNCCO)C1(C(F)(F)F)C/C(=C\CCO)CCCO1 (configuration not stated)	61*	-2	-1	3	3	-7	0.5	54*	-4
Cc1ccc(C)c(N2CCN(C(=O)CC3Sc4ccccc4NC3=O)CC2)c1 (configuration not stated)	-6	37	-7	-17	-8	.	-1.7	3	.
COc1ccc(CCNC(=O)C2CC(c3ccc([N+](=O)[O-])cc3)=NO2)cc1 (configuration not stated)	-43	-32	2	-6	0	-27	4.3	-27	4
c1ccc(-c2onc3cc4c(cc23)OCCO4)cc1	-111	-43	3	6	-20	7	2.5	-58	1
O=C(NCc1cccnc1)c1noc2c1CCCCC2	-10	1	3	-16	0	-2	0.6	-5	-2
N#C/C(=C\c1ccccc1)C(=O)NC1CC1	3	13	-5	4	10	-6	1.2	-9	-14
Cc1nc2c(C#N)cnn2c2c1CCN2CC1CCCO1 (configuration not stated)	6	10	1	13	-7	-5	1.2	10	-7
COc1ccc(Cl)cc1NC(=O)CCn1cnc2ccccc2c1=O	5	-4	-3	8	-1	-1	2.4	2	2
CC(C)c1ccc(CN2CCSCC2)cc1	-2	-15	-3	29	8	-5	3.1	-6	-5

Continued, starting with the last 5 of the part before.
SMILES	697 NFkB inh	Mdm2 MdmX PPI	UPR XBP1 act	Gli-Sufu block	CCR6 antag	CXCR6 inh	CHOP UPR activ	Jurkat NFkB inh	EBI2 antag
O=C(NCc1cccnc1)c1noc2c1CCCCC2	-10	1	3	-16	0	-2	0.6	-5	-2
N#C/C(=C\c1ccccc1)C(=O)NC1CC1	3	13	-5	4	10	-6	1.2	-9	-14
Cc1nc2c(C#N)cnn2c2c1CCN2CC1CCCO1 (configuration not stated)	6	10	1	13	-7	-5	1.2	10	-7
COc1ccc(Cl)cc1NC(=O)CCn1cnc2ccccc2c1=O	5	-4	-3	8	-1	-1	2.4	2	2
CC(C)c1ccc(CN2CCSCC2)cc1	-2	-15	-3	29	8	-5	3.1	-6	-5
Fc1ccc(-c2n[nH]c(=S)n2-c2ccc3c(c2)OCCO3)cc1	-2	-21	4	-4	-12	7	0.9	-4	1
O=C(c1cc(=O)[nH]c2ccccc12)N1CCN(c2ccc([N+](=O)[O-])cc2)CC1	10	-12	-1	-4	16	-6	4.3	4	-7
C=CCN1C(=O)c2ccc(C(=O)NCCc3ccc(F)cc3)cc2C1=O	16	5	0	0	5	6	2.6	12	-2
CCCC1=C(C(=O)OCC)C(c2ccc(O)cc2)n2ncnc2N1 (configuration not stated)	5	13	-4	-1	4	-1	1.2	13	-20
COc1ccc(CCNC(=O)CCS(=O)(=O)c2ccc3c(c2)NC(=O)C(C)S3)cc1OC (configuration not stated)	8	15	0	5	2	-6	1.3	1	-2
O=C(CNS(=O)(=O)c1cccc(Cl)c1)OCc1csc(-c2ccccc2)n1	-11	-4	8	-12	8	1	3.4	11	3
COc1ccc(Cn2c(C)nc([N+](=O)[O-])c2SCC(=O)O)cc1[N+](=O)[O-]	-11	7	0	-2	17	11	-1.2	-11	2
O=c1[nH]c2cc3c(cc2cc1CN(Cc1nnnn1C1CCCC1)C1CCCC1)OCCO3	-16	7	4	-5	3	-13	0.9	-26	-10
Cn1c(=O)c2ncn(CC(=O)Nc3ccc4c5c(cccc35)CC4)c2n(C)c1=O	-17	2	2	7	7	4	1.0	-16	-7
O=C(Nc1ccc(S(=O)(=O)Nc2ncccn2)cc1)c1cccc(S(=O)(=O)N2CCOCC2)c1	4	16	0	9	-1	1	2.1	1	1
Cc1c(C(=O)N/N=C/c2cccnc2)nnn1-c1nonc1N	19	4	2	-6	7	-6	-1.2	0	-17
Cc1ccc(N=C(c2cccs2)N2CCOCC2)cc1	-38	-41	0	8	4	-7	0.8	-4	0
Cc1ccc(C)c(NC(=O)c2ccc(OCc3c(C)noc3C)cc2)c1	11	24	0	-2	-5	8	0.7	12	21
Cc1cc(C)c(C(=O)CSc2nnc(C)c(=O)[nH]2)cc1C	18	6	-2	-6	-5	6	0.8	0	9
CC(C)(C)c1csc(NC(=O)CCc2ccccc2)n1	-18	11	5	-16	25	-6	6.6	-16	2
N#Cc1ccc(Cl)cc1NC(=O)COC(=O)[C@H](CCC(N)=O)NC(=O)c1ccc(F)cc1	-19	-28	-2	11	2	3	-0.9	-5	-10
CN(C)C(=N)c1n[nH]nc1SCc1ccc(Cl)c(Cl)c1	5	8	0	1	2	-2	-1.4	-3	-3
CCCC12CN(C(=O)c3ccc(OC)cc3)CC(C)(CN(C(=O)c3ccc(OC)cc3)C1)C2=O	0	14	2	-41	-3	11	-0.5	-11	-4
COc1cccc(C2=CC(c3ccccc3)n3ncnc3N2)c1 (configuration not stated)	-8	7	-1	.	.	.	-0.2	-6	.
COc1ccccc1C(=O)Nc1cccc(N(C)S(C)(=O)=O)c1	-9	15	0	-1	-9	-3	3.1	-2	9
Cc1cc(C(=O)Nc2cccc3ccccc23)co1	5	3	0	-28	14	1	0.4	-24	-1
O=c1nc(N2CCCCC2)nc(Nc2ccccc2)[nH]1	-41	-18	-1	-3	9	1	1.7	-12	-2
C(=N\Nc1ncnc2sc3c(c12)CCC3)/c1ccncc1	-44	48	15	32	7	5	-1.8	-16	3
COc1ccc(NC(=O)COC(=O)Cc2coc3cc(OC)ccc23)c(OC)c1	-13	2	-1	7	-3	-4	-1.0	-2	0
O=C(COC(=O)c1ccccc1Br)Nc1ccccc1F	1	-1	1	1	12	-1	10	-1	-3
COc1cc2nc(C3CCC3)n(NC(=O)C3CCCC(OC)C3)c(=O)c2cc1OC (configuration not stated)	-12	-22	-1	-8	-4	34	-1.9	8	-6
COc1ccc(CCNC(=O)CS(=O)Cc2nc(-c3ccccc3Cl)oc2C)cc1OC (configuration not stated)	-3	28	-8	4	13	7	1.4	7	1
Cc1ccc(S(=O)(=O)Oc2ccc(/C=N/NC(=O)c3nn(C)cc3Cl)cc2)cc1	3	22	2	-2	-4	2	0.5	-11	-4
C/C=C/c1ccc(OCC(=O)NNC(=O)CN(C)S(=O)(=O)c2ccc(C)cc2)c(OC)c1	8	6	0	-6	-1	2	-1.0	-2	-5
CCCCN1CC(COCc2ccccc2)Oc2cc(Br)ccc2S1(=O)=O (configuration not stated)	.	.	.	10	18	15	.	.	14

As entered above:
Result of C(=N\Nc1ncnc2sc3c(c12)CCC3)/c1ccncc1 in EBI2 antag: 3
Result of O=c1nc(N2CCCCC2)nc(Nc2ccccc2)[nH]1 in CCR6 antag: 9

Next part
SMILES	697 NFkB inh	Mdm2 MdmX PPI	UPR XBP1 act	Gli-Sufu block	CCR6 antag	CXCR6 inh	CHOP UPR activ	Jurkat NFkB inh	EBI2 antag
CC(C)CCNC(=O)CN(C(=O)CCC(=O)Nc1ccccn1)c1ccc2c(c1)OCO2	2	4	0	-19	15	4	-3.9	-13	0
C/C(=C1/SC(N2CCCC2)=NC1=O)c1ccc(Br)cc1	-13	31	-5	11	2	12	-1.3	-22	-4
Cc1c(C(=O)O)[nH]c2c1C(=O)CC(c1ccc(C(C)(C)C)cc1)C2 (configuration not stated)	-12	-9	4	1	2	0	3.7	0	-4
O=C(NCCc1ccc2c(c1)OCCO2)c1cc(S(=O)(=O)N2CCCC2)ccc1Cl	5	23	-1	-5	11	1	0.2	8	9
CC1CCCC(C)N1C(=O)COC(=O)C1CCN(S(=O)(=O)c2ccc3c(c2)OCCO3)CC1 (configuration not stated)	-37	25	-1	-2	11	-2	-1.2	-16	3
CCOc1ccccc1N(CC(=O)Nc1cc(OC)ccc1OC)S(=O)(=O)c1ccccc1	-27	30	-2	15	17	0	3.6	-23	32
O=C1Cn2c(nc3ccccc32)-c2ccccc2N1	-5	10	1	-2	7	1	-2.4	-13	-16
Cc1ccc(CNC(=O)CO/N=C/c2ccc(C(C)(C)C)cc2)cc1	-10	-3	-3	1	24	-4	-1.0	6	-13
